Compound activity: PubChem BioAssay, several laboratories
Rac1 GTP hydrolysis = MgcRacGAP GTPase-activating activity inhibitors, confirmation, biochemical, ADP Hunter fluorescence; MgcRacGAP-stimulated Rac1 GTP hydrolysis, ADP Hunter fluorescence; higher % means a stronger effect; GST-tagged Rac1 F28L mutant substrate; inhibition, % at 30 µM; hits with a dose series show IC50 in µM; actives 0.6% (n = 340,000);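 active = first-screen hits whose inhibition reached a set limit at any dose in the follow-up dose series; inconclusive = inhibition above the set first-screen limit but never retested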;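 note: fluorescence reports GDP produced by GAP-driven GTP hydrolysis; strong numbers were not always called active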
LYP inhibition = inhibitors of LYP phosphatase, biochemical, fluorescence intensity, uHTS (AID 1779); recombinant LYP phosphatase, fluorescence intensity; higher % means a stronger effect; inhibition, % at 11.5 µM, or IC50 in µM where a hit was titrated; actives 0.054% (n = 290,000); in the data active = inhibition above about 50%;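 note: plate controls were vehicle with enzyme for no effect and no enzyme for full effect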
Salmonella PhoP GFP = inhibitors of PhoP regulon expression, primary screen, Salmonella Typhimurium, GFP reporter (AID 1863); S. Typhimurium PhoP-regulated promoter GFP reporter, 4 h; higher % means a stronger effect; inhibition, % at 50 µM; hits with a dose series show IC50 in µM; actives 0.16% (n = 300,000);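 active = inhibition over 29.93%, a cutoff 3 SD above the screen mean, later confirmed by dose response; inconclusive = inhibition over 29.93% but no dose response follow-up; inactive = inhibition at most 29.93% or unconfirmed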;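 note: 0% = low Mg2+ inducing control and 100% = high Mg2+ repressing control; strong numbers were not always called active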
NS5 inhibitors = Dengue-2 NS5 methyltransferase inhibitors, primary screen, biochemical, confirmation dose response (AID 588689) | Genome polyprotein (Dengue virus type 2 (strain 16681-PDK53)) | Dengue-2 NS5 methyltransferase capping enzyme assay, biochemical; higher % means a stronger effect | inhibition, % at 25 µM; hits with a dose series show IC50 in µM | actives 0.3% (n = 340,000); in the data active = a potency from the dose series; inconclusive = inhibition above about 29% without an active follow-up result
Large T inhibition = SV40 large T antigen inhibitors, biochemical (AID 1903); SV40 large T antigen ATPase/helicase inhibition assay; higher % means a stronger effect; one-dose inhibition, % at 20 µM; IC50 in µM for titrated hits; actives 0.39% (n = 310,000); in the data active = a potency from the dose series; inconclusive = inhibition mostly from about 32% at the one dose, without a potency; inactive = the rest, 99 in 100 with inhibition below about 32%; note: strong numbers were not always called active
ER stress rescue = rescue of cells from ER stress-induced death, primary screen, 384-well, CSM14.1, thapsigargin, ATP luminescence (AID 1222). cellular ATP content (survival), % at 20 µM; hits with a dose series show EC50 in µM. 190,000 tested, under 10 active. CSM14.1 thapsigargin-induced death rescue, ATP luminescence; higher % means a stronger effect;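 active = EC50 below 50 µM in the dose-response confirmation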;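 note: death triggered by thapsigargin at about 15 µM added after 2 h compound pretreatment; cell ATP read after overnight thapsigargin exposure of roughly 18 to 22 hours; normalized against plate controls of thapsigargin alone and 5% DMSO vehicle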
RSV antiviral HEp-2 = RSV antiviral activity via CPE protection, HEp-2 cells, primary 10 µM value included (AID 2391); HEp-2 cells, RSV-induced CPE inhibition; higher % means a stronger effect; CPE inhibition, % at 10 µM, or IC50 in µM where a hit was titrated; actives 0.13% (n = 310,000); in the data active = a potency from the dose series; inconclusive = CPE inhibition mostly from about 23% at the one dose, without a potency; inactive = the rest, 99 in 100 with CPE inhibition below about 21%; note: strong numbers were not always called active
West Nile antiviral = West Nile virus antiviral activity, cell-based, CPE readout (AID 1621). West Nile virus-infected cells, CPE inhibition; higher % means a stronger effect. CPE inhibition, % at 10 µM; hits with a dose series show IC50 in µM. actives 0.02% (n = 290,000); in the data active = a potency from the dose series; inconclusive = CPE inhibition mostly from about 3.7% at the one dose, without a potency; inactive = the rest, 99 in 100 with CPE inhibition below about 2.2%; note: strong numbers were not always called active
GPR35 antagonists = GPR35 antagonists blocking zaprinast-driven arrestin recruitment, primary screen, imaging, U2OS, beta-arrestin-GFP, zaprinast agonist (AID 2058) | G-protein coupled receptor 35 (Homo sapiens) | U2OS GPR35 beta-arrestin-GFP translocation imaging, zaprinast antagonism; higher % means a stronger effect | inhibition, % at 10 µM, or IC50 in µM where a hit was titrated | actives 0.052% (n = 290,000);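 active = inhibition of at least 50% with at least 30 cells and total cytoplasm GFP at most 10,000,000; inconclusive = under 30 cells or total GFP of 10,000,000 plus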
NS5 inhibitors pilot replicate = recorded beside NS5 inhibitors, whose call it bears; inhibition, %; measured here: pilot screen replicate inhibition
Numbers without * were called inactive; ? = inconclusive; nt = not tested or not shown.

SMILES | Rac1 GTP hydrolysis | LYP inhibition | Salmonella PhoP GFP | NS5 inhibitors | Large T inhibition | ER stress rescue | RSV antiviral HEp-2 | West Nile antiviral | GPR35 antagonists | others
Cc1ccc2c(c1)C1CC(C)(O2)N(c2cccc(C(=O)NC3CCN(Cc4ccccc4)CC3)c2)C(=O)N1 (stereo not drawn) | 4% | -1% | -9% | -3% | 9% | nt | -1.3% | -0.4% | -13%
O=C(NC1CCCC1)C(c1ccncc1)N(C(=O)Cn1nnc(-c2ccccc2F)n1)c1cccc(F)c1 (stereo not drawn) | 8% | -10% | 0% | -2% | 5% | nt | 0.5% | -0.2% | 0%
COc1ccc(NC(=O)C(c2ccc(OC)cc2)N(C)C(=O)CNC(C)=O)cc1 (stereo not drawn) | 3% | -5% | -2% | -4% | 5% | -1.3% | 0.7% | 0.8% | -12%
CC1(c2ccc(Cl)cc2)NC(=O)N(CC(=O)NCc2ccc(F)cc2)C1=O (stereo not drawn) | 4% | -10% | 4% | 1% | -29% | nt | 0.8% | -0.8% | 20%
Nn1c(SCC(=O)Nc2ccc3c(c2)OCCO3)nnc(CCC(=O)O)c1=O | 15% | -12% | 1% | 5% | 5% | nt | -0.2% | -0.2% | -12%
COc1ccccc1NC(=O)CS(=O)(=O)c1cn(CC(=O)N(C(C)C)C(C)C)c2ccccc12 | 4% | -7% | 2% | -1% | 11% | nt | 3.5% | -1.4% | 1%
O=c1c2cc(NC(=S)NC3CC3)ccc2nc2n1CCCCC2 | 3% | 0% | -9% | -1% | 5% | -0.6% | 1.2% | -0.4% | 4%
COc1ccc(C(=O)Nc2ccc(Cl)cc2C(=O)NCCN2CCOCC2)cc1 | 6% | -10% | 4% | 5% | 14% | -1.1% | 1.5% | 0.0% | 0%
CC(C)(C)c1ccc(C(=O)NCC2CCCN2S(=O)(=O)c2ccccc2)cc1 (stereo not drawn) | 2% | nt | 5% | -5% | 10% | nt | 0.0% | nt | nt
CCN(C(=O)CN1CC(C)OC(C)C1)c1c(N)n(Cc2ccccc2)c(=O)[nH]c1=O (stereo not drawn) | 4% | -6% | 2% | -2% | 17% | -1.7% | -0.1% | 0.5% | -7%
CC(=O)NC(CC(=O)Nc1ccc2c(c1)OCCO2)c1ccccc1 (stereo not drawn) | 6% | -9% | -4% | -5% | 20% | nt | 2.4% | 0.1% | 4%
O=C(NCCCn1ccnc1)c1cccc(S(=O)(=O)NCc2ccccc2)c1 | 8% | -7% | -2% | -8% | 11% | -1.4% | 0.0% | 0.3% | -4%
CCN(CC)c1ccc(NC(=O)CN2CCN(c3ccccc3F)CC2)cc1 | ? | -6% | 0% | -9% | 30% | 5.0% | 1.2% | -0.1% | 14%
CCOCc1[nH]c(=S)[nH]c(=O)c1Cc1ccc(OC(C)C)cc1 | 4% | 1% | -4% | -1% | 9% | 1.5% | 3.8% | -0.3% | 24%
N#CC1=C(N)Oc2cc(Nc3ccccc3)ccc2C1c1ccncc1 (stereo not drawn) | 2% | 1% | -2% | -35% | 4% | 21% | 3.5% | 1.6% | 9%
CC(C)CN(C(=O)CSc1nnc(-c2cccs2)n1N)c1c(N)n(Cc2ccccc2)c(=O)[nH]c1=O | 1% | nt | -7% | 1% | 6% | nt | -1.5% | nt | nt
CC(CN1CCCCC1)OC(=O)c1ccccc1Cl (stereo not drawn) | 4% | 0% | 4% | -6% | 10% | -0.8% | 0.4% | 0.6% | -22%
Cc1ccc(O)c(C(=O)c2cnn(C(=O)COc3ccc(Cl)cc3)c2)c1 | -3% | 0% | -2% | -4% | 6% | -1.8% | 5.1% | 1.1% | 4%
CCN(Cc1ccncc1)C(=O)c1ccccc1NS(=O)(=O)c1ccc(F)cc1 | 11% | -4% | -5% | 5% | 11% | 0.1% | -1.1% | -0.3% | 2%
CC12CCC(=O)N1C(C(=O)N1CCN(S(=O)(=O)c3cccc(C(F)(F)F)c3)CC1)CS2 (stereo not drawn) | 5% | nt | -8% | -1% | 10% | nt | 0.1% | nt | nt
Cc1csc(CN(C)C(=O)CC2C(=O)NCCN2Cc2ccc(-c3ccccc3)cc2)n1 (stereo not drawn) | -10% | -2% | 4% | 2% | 18% | -1.5% | 1.8% | -0.6% | 12%
CCOc1ccccc1N(C)C(=O)c1ccc2c(=O)n3c(nc2c1)CCCCC3 | 9% | -14% | -5% | 5% | 5% | nt | 3.6% | 0.2% | 10%
CC(=O)c1c(NCCc2ccccc2)nc(=S)n(-c2ccccc2)c1C | 14% | -3% | 4% | -16% | 6% | -0.7% | -0.6% | -1.1% | -11%
COCCn1c(SCC(=O)NC2CCCCC2)nnc1-c1ccco1 | 7% | -6% | 4% | -4% | 2% | nt | 2.2% | -0.3% | 3%
CCOC(=O)C1CCN(C(=O)CSc2cc(=O)n(CC)c3ccccc23)CC1 | 6% | 0% | 8% | -5% | 9% | -3.8% | -0.8% | 1.7% | -1%
More results:
SMILES | Rac1 GTP hydrolysis | LYP inhibition | Salmonella PhoP GFP | NS5 inhibitors | Large T inhibition | ER stress rescue | RSV antiviral HEp-2 | West Nile antiviral | GPR35 antagonists | others
Cc1ccccc1-n1c(SCc2cccc(F)c2)nc2[nH]ncc2c1=O | 9% | -8% | 25% | -8% | -17% | 1.5% | 9.5% | 0.8% | 0%
CC(O)[C@H]1CN=C(N)N1CC1CCCCC1 (stereo partly drawn) | 6% | nt | nt | 2% | 3% | nt | -0.3% | -0.1% | nt
COc1ccc(NC(=O)c2cc(S(=O)(=O)N3CCc4ccccc43)cn2C)c(OC)c1 | 3% | -12% | nt | -3% | 12% | nt | 1.6% | -0.8% | -9%
CSCCC(N=C(NS(=O)(=O)c1ccc(C)cc1)c1ccccc1)C(=O)O (stereo not drawn) | 11% | -6% | -7% | -4% | nt | nt | 0.7% | 0.5% | 5%
COC(=O)c1ccccc1NC(=O)CN1CCC(C(=O)c2ccc3c(c2)OCCO3)CC1 | 7% | 6% | -8% | -1% | 3% | 2.6% | 4.2% | -0.7% | 17%
Clc1cccc(Cl)c1CON/C=N/c1ncnc2sccc12 | 6% | -10% | -12% | -10% | 5% | -1.2% | 13% | -0.2% | -13%
CC(C)(C)CC(C)(C)NCC(O)COc1c(F)cc(Br)cc1F (stereo not drawn) | 1% | -3% | 1% | 1% | 17% | -5.4% | 2.7% | -0.8% | -2%
COc1ccc(C(=O)/C=C/Nc2ccc(S(=O)(=O)Nc3nc(C)cc(C)n3)cc2)cc1OC | -14% | 5% | -6% | 4% | 9% | -1.4% | 3.5% | 0.2% | 2%
COc1c2ccoc2nc2c(OC)c(OCC(O)C(C)(C)O)ccc12 (stereo not drawn) | 5% | -7% | 17% | 2% | 6% | nt | 0.8% | 1.2% | -10%
O=C1CC(SCc2nc3ccccc3[nH]2)C(=O)N1c1cccc(F)c1 (stereo not drawn) | 17% | 1% | -7% | -6% | 11% | -2.2% | 0.7% | nt | 11%
Cc1cccc(NC(=S)NNC(=O)CCn2nc(C)c([N+](=O)[O-])c2C)c1 | 2% | 0% | 4% | -18% | 11% | 2.8% | 0.8% | -0.1% | 6% | NS5 inhibitors pilot replicate=-14
CN(C(=O)Nc1ccccc1)C1CCCc2ccccc21 (stereo not drawn) | 5% | -5% | -4% | -3% | 7% | nt | 1.1% | 0.2% | 8%
CCOCCCNC(=S)N1CCN(c2nc(-c3ccccc3)cs2)CC1 | 6% | -6% | -2% | 2% | 8% | nt | 1.8% | -1.8% | -7%
CCOC(=O)c1ccc(NC(=O)NC(C)C2CCCO2)cc1 (stereo not drawn) | 7% | -3% | 6% | -8% | -5% | -2.5% | 3.0% | 0.2% | 0% | NS5 inhibitors pilot replicate=6.3
Cc1noc(C)c1S(=O)(=O)N1CCC(C(=O)N(C)Cc2ccccc2)CC1 | 5% | -12% | -2% | -4% | 10% | 14% | 1.3% | -0.6% | 2%
CCn1cc(CN2CCCC(CO)(Cc3ccc(F)cc3)C2)c2ccccc21 (stereo not drawn) | 0% | -7% | 3% | nt | 5% | nt | -0.4% | -0.9% | 16%
Cc1ccc(/C=C/C(=O)O)cc1S(=O)(=O)NCCCO | -8% | -5% | 8% | -6% | 7% | -2.6% | 1.7% | -0.2% | 21%
C=CCNC(=O)C1CCN(S(=O)(=O)c2cccs2)CC1 | 8% | -2% | -1% | -1% | 11% | nt | 0.9% | -0.5% | 1%
CCOC(=O)C1=C(C)NC(=O)NC1c1ccc(OCC(=O)OC)c(OC)c1 (stereo not drawn) | -4% | -4% | 2% | 6% | 5% | -1.7% | 1.3% | 0.2% | 5%
CCOC(=O)C1CCCN(S(=O)(=O)c2c(C)noc2C)C1 (stereo not drawn) | 5% | -7% | -4% | 0% | 4% | nt | 2.6% | -0.2% | 6%
CC1CN(c2nc3c(c(=O)[nH]c(=O)n3C)n2Cc2ccccc2F)CC(C)O1 (stereo not drawn) | 10% | 9% | -14% | -1% | 1% | 0.0% | 0.6% | 1.1% | 10%
Cc1cccc(-n2nnc(C(=O)N3CCc4ccccc4C3)c2N)c1 | 5% | -3% | -6% | -4% | 6% | 6.2% | 14% | -0.1% | -3%
COc1ccc(COc2cccc(C=O)c2)cc1 | -6% | nt | nt | -1% | 8% | nt | 5.0% | nt | nt
O=C(CC1C(=O)NCCN1Cc1ccccc1C(F)(F)F)NCCN1CCCCC1=O (stereo not drawn) | 4% | -5% | -1% | -2% | 11% | nt | 0.6% | -0.1% | -13%
CCOC(=O)CCCCC(=O)c1[nH]c(=O)[nH]c1CSCCO | 2% | -6% | -9% | -6% | 5% | 0.7% | -0.5% | -0.1% | 18%
CCOC(=O)c1cnc(N2CCN(C(=O)OCC)CC2)[nH]c1=O | 7% | 0% | 3% | -3% | 3% | 0.0% | -1.0% | 0.0% | -3%
O=C(NCc1ccccc1Cl)c1ccc(NC2=NC3CS(=O)(=O)CC3S2)cc1 (stereo not drawn) | 10% | -7% | nt | 1% | 2% | nt | 0.8% | 0.3% | -15%

3 compounds drawn at random from the list so far:
SMILES | Rac1 GTP hydrolysis | LYP inhibition | Salmonella PhoP GFP | NS5 inhibitors | Large T inhibition | ER stress rescue | RSV antiviral HEp-2 | West Nile antiviral | GPR35 antagonists | others
CCOCCCNC(=S)N1CCN(c2nc(-c3ccccc3)cs2)CC1 | 6% | -6% | -2% | 2% | 8% | nt | 1.8% | -1.8% | -7%
COc1ccc(NC(=O)c2cc(S(=O)(=O)N3CCc4ccccc43)cn2C)c(OC)c1 | 3% | -12% | nt | -3% | 12% | nt | 1.6% | -0.8% | -9%
Cc1ccccc1-n1c(SCc2cccc(F)c2)nc2[nH]ncc2c1=O | 9% | -8% | 25% | -8% | -17% | 1.5% | 9.5% | 0.8% | 0%

Not a hit list; overall some 1.5% were active at least once.
